# Compound activity deposited in PubChem BioAssay by National Center for Advancing Translational Sciences (NCATS).
# Menin-MLL TR inh = qHTS Assay for Inhibitors Targeting the Menin-MLL Interaction in MLL Related Leukemias: Competition With Texas Red Labeled MLL-derived Mutant Peptide | O00255 | Menin + Texas Red MLL mutant peptide, fluorescence polarization | Potency, µM (titrated, usually from 61.6 µM), inactives show at the top dose FP activity change, negative = inhibition, actives largely listed as inhibitors | 270,000 tested, 0.23% active | AID 1768, 2009; active means well fitted inhibition curve with a large enough effect in the polarisation, with a control signal flat, not every such curve was filed as active; inconclusive means small, poorly fitted or top-dose-only effect, or effect the other way, or a change in a side signal; inactive means no such curve, though single readings can be large or run the other way; the % refers to the polarisation; further: potency means the concentration at half of the fitted maximal effect; % of control where 0% means no effect; many of its hits are not listed in these tables
# MBNL1-CUG inh = qHTS Assay for Inhibitors of MBNL1-poly(CUG) RNA binding; 280,000 tested, 0.036% active; Potency, µM (highest dose often 57.5 µM), without a hit: at the highest dose activity change, negative = inhibition, most hits filed as inhibitors; Muscleblind-like protein 1 (Homo sapiens), Q9NR56; AID 2675, 2010; TR-FRET MBNL1-His/biotin-(CUG)12 binding, 665/545 ratio; active means well fitted inhibition curve with a large enough effect in the signal ratio, with a control signal flat, not every such curve was filed as active; inconclusive means small, poorly fitted or top-dose-only effect, or effect the other way, or a change in a side signal; inactive means no such curve, though single readings can be large or run the other way; the % refers to the signal ratio; further: potency means the concentration at half of the fitted maximal effect; on the % scale 0 is the no-effect control and ±100 the full control effect
#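 TR-FRET between His-tagged MBNL1 and biotin-(CUG)12 RNA, detected with Tb anti-His antibody (0.055 ng/ul) and streptavidin-XL665 (5 nM), 60 min at room temperature. Compounds titrated 92 nM to 58 uM; 665/545 nm ratio normalized to buffer and complex controls.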
# Eya2 inh = qHTS Assay for Inhibitors of the Phosphatase Activity of Eya2. 330,000 tested, 0.006% active. AID 488837, 2010. Potency, µM (titrated, usually from 76.9 µM), inactives show at the highest dose activity, negative = inhibition, hits mostly inhibitors. Protein phosphatase EYA2 (Homo sapiens), O00167. recombinant Eya2, OMFP fluorescence dephosphorylation (OMFP is methylfluorescein phosphate); further: potency means the concentration at half of the fitted maximal effect; on the % scale 0 is the no-effect control and ±100 the full control effect
#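 Eya2 protein (added as 0.2 uM solution) was preincubated with compound for 10 min at ambient temperature in 50 mM HEPES pH 7.5, 50 mM NaCl, 5 uM MgCl2, 0.05% BSA, 1 mM DTT. OMFP (added at 50 uM) then reacted 10 min; fluorescence read at 485/525 nm.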
# GALK inh = qHTS Assay for Inhibitors of Human Galactokinase (GALK). Potency, µM (highest dose often 57.5 µM), for the others: top-dose activity change, negative = inhibition, actives largely listed as inhibitors. AID 1868, 2009. 270,000 tested, 0.007% active. Purified GALK, Kinase-Glo residual ATP luminescence; further: potency means the concentration at half of the fitted maximal effect; on the % scale 0 is the no-effect control and ±100 the full control effect
#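 5 nM enzyme, 35 uM ATP, 100 uM galactose, 20 mM HEPES pH8.0, 5 mM MgCl2; 1 h RT; residual ATP by Kinase-Glo Plus luminescence, qHTS format.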
# TSHR antag = Antagonists of the Thyroid Stimulating Hormone Receptor: HTS campaign. 330,000 tested, 0.2% active. Thyrotropin receptor (Homo sapiens), P16473. activity change, negative = inhibition, % at 11.5 µM. AID 504810, 2011. TSHR-expressing cells, TSH-stimulated cAMP HTRF, 2 h; hits give low values;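 active means activity change below a set negative limit, meaning inhibition stronger than a set level, cut at about -70% in these data; inconclusive means activity change between two set negative limits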; further: on the % scale 0 is the no-effect control and ±100 the full control effect
#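 TSHR-expressing cells were treated with compounds, then stimulated with TSH at EC80 (4nM final) for 2 hours at 37 deg C. Cellular cAMP was measured by HTRF competition between lysate cAMP and cAMP-d2 for a cryptate-labelled anti-cAMP antibody.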
# ASM inhibitor = Inhibitors of Secretory Acid Sphingomyelinase (S-ASM): qHTS; Sphingomyelin phosphodiesterase (Homo sapiens), P17405; placental ASM, HMU-PC fluorogenic substrate, 60 min; Potency, µM (highest dose often 57.5 µM), for inactives: at the highest dose activity change, negative = inhibition, actives largely listed as inhibitors; 340,000 tested, 0.006% active; AID 504937, 2011; further: potency means the concentration at half of the fitted maximal effect
#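 Human placenta-derived ASM enzyme was preincubated with compound for 10 minutes at room temperature, then given fluorogenic substrate HMU-PC0 (9 uM final) for 60 minutes at 37 °C; a pH 10 stop preceded fluorescence reading at Ex 386/Em 447 nm.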
# KCNH2 WT inh = qHTS for Inhibitors of KCHN2 3.1: Wildtype qHTS; activity change, % at 1.84 µM; 340,000 tested, 0.37% active; U2OS, BacMam KCNH2, thallium flux FluxOr; hits give low values;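 active means maximum activity change below -70%; inconclusive means maximum activity change between -70% and -50%; inactive means maximum activity change above -50%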; further: on the % scale 0 is the no-effect control and ±100 the full control effect
# Target sequence (Q12809 whole entry, looked up): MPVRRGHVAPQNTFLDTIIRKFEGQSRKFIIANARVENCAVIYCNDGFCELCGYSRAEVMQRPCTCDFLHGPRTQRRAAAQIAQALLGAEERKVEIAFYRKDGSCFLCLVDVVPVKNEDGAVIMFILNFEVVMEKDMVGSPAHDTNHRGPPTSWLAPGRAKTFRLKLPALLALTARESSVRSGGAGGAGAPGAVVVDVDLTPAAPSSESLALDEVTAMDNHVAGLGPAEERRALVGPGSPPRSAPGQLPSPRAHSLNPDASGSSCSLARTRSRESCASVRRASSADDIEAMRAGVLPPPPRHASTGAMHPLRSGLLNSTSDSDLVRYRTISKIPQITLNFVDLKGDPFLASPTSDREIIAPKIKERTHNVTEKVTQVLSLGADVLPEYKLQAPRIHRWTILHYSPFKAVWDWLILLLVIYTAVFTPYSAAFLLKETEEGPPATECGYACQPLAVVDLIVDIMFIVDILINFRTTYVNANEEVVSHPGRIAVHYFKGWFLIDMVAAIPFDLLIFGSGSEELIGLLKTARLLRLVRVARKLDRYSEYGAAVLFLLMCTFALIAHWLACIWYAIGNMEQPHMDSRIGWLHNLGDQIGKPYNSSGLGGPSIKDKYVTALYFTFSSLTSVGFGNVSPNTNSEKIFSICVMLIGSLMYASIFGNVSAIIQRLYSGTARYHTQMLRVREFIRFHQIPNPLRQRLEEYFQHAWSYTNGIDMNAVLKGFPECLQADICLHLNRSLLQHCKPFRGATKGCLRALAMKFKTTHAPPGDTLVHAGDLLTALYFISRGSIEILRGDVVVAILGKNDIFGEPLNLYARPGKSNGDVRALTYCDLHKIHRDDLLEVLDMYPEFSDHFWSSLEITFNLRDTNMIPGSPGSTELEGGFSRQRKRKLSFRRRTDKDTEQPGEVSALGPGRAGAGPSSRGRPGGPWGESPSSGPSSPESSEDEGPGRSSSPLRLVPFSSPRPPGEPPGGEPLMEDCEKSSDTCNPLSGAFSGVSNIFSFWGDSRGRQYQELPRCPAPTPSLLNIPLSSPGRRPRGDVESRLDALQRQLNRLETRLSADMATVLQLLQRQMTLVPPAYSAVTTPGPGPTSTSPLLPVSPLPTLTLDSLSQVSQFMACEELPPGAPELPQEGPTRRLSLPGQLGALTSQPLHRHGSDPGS
#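 U2OS cells transduced with wild-type KCNH2 virus are loaded with FluxOr dye for 45 min, and thallium flux is measured in kinetic reads before and after stimulation buffer. Rate constants are normalized to DMSO controls.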
# USP2a block = qHTS Assay for Inhibitors of Ubiquitin-specific Protease USP2a Using CHOP2 as the Reporter; USP2 core, Ub-CHOP2 coupled fluorogenic reporter, 485/531; Potency, µM (highest dose often 38.3 µM), for the others: at the highest dose activity change, negative = inhibition, usual class: inhibitors; 330,000 tested, 0.01% active;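 further: potency means the concentration at half of the fitted maximal effect; plate controls were DMSO wells for no effect and full inhibition by NEM control for full effect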
#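 Deubiquitinase activity read as fluorescence (485/531 nm) after Ub-CHOP2 cleavage activates the enterokinase reporter on its substrate; USP2 core 10nM, Ub-CHOP2 and substrate 25nM each, 30min compound preincubation then 60min RT; data normalized to NEM, curves fitted.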
# Chronic BCR inh = qHTS Assay to Find Inhibitors of Chronic Active B-Cell Receptor Signaling. ABC-DLBCL IkBa-CBG/CBR reporter, luminescence ratio, 4 h. Potency, µM (top dose mostly 46.1 µM), for inactives: top-dose ratio change, negative = lower green/red ratio, most hits filed as inhibitors. 340,000 tested, 0.05% active. AID 493014, 2011; active means well fitted inhibition curve with a large enough effect in the signal ratio, with a control signal flat, not every such curve was filed as active; inconclusive means small, poorly fitted or top-dose-only effect, or effect the other way, or a change in a side signal; the % refers to the signal ratio;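 further: potency means the concentration at half of the fitted maximal effect; plate controls were basal doxycycline-induced cells for no effect and cells given 10 µM MG132 for full effect; MG132 reads +100%, hits lower the ratio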
#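 Doxycycline induced both beetle luciferases in TMD8 lymphoma cells; IKK-driven degradation limits the IkappaBalpha-fused green signal, while red luminescence normalises for cell number and nonspecific effects. Compounds tested up to 46 uM, 4 hrs.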
# PKM2 act = qHTS Assay for Activators of Human Muscle isoform 2 Pyruvate Kinase. purified PKM2, Kinase-Glo ATP luminescence, activation; response scale: 0% is enzyme alone, no compound. Potency, µM (titrated, usually from 57.5 µM), inactives show at the highest dose activation, actives largely listed as activators. 260,000 tested, 0.34% active. AID 1631, 2009; further: potency means the concentration at half of the fitted maximal effect; on the % scale 0 is the no-effect control and ±100 the full control effect; nearly all actives have a fitted effect of over 55% in size
#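 Purified hPK-M2 (>95% pure) converted ADP (0.1 mM final) to ATP with 0.5 mM PEP in 50 mM imidazole pH7.2, KCl, MgCl2, Tween 20, BSA; 1 h at room temperature. ATP detected by Kinase-Glo luminescence.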
# Mito fusion yeast = qHTS Assay for Small Molecule Inhibitors of Mitochondrial Division or Activators of Mitochondrial Fusion; Potency, µM (top dose mostly 46.1 µM), for inactives: top-dose growth rescue (activation), actives largely listed as activators; 320,000 tested, 0.23% active; S. cerevisiae fusion-defective mutant growth rescue, CellTiterGlo 48 h;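 further: potency means the concentration at half of the fitted maximal effect; % of control where 0% means no effect; nearly all actives have a fitted effect of over 45% in size; temperature-sensitive fusion mutants such as fzo1-1 at 37 °C on non-fermentable ethanol glycerol medium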
#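 Growth-rescue viability read-out: after 48 h at the non-permissive 37C in glycerol/ethanol YPEG, yeast mitochondrial fusion mutants are measured by CellTiterGlo luminescence; compounds (23 nl pinned per well) restoring growth score as division inhibitors or fusion activators.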
# * marks the source's active call; other numbers are inactive results; ? = inconclusive; · = no result given; [ ] = another dose, or the depositor's remark. Unless noted, the call rests on the fitted dose curve; in most records, active means well fitted curve in the direction sought with a large enough effect; inconclusive means small, poorly fitted or top-dose-only effect, or another doubt; inactive means no such curve, though single readings can be large; an effect the other way counts as inactive or inconclusive. An excerpt; rates above refer to the full screens.
SMILES,Menin-MLL TR inh,MBNL1-CUG inh,Eya2 inh,GALK inh,TSHR antag,ASM inhibitor,KCNH2 WT inh,USP2a block,Chronic BCR inh,PKM2 act,Mito fusion yeast
O=C1C(=O)N(CCN2CCOCC2)C(c2ccc(F)cc2)/C1=C(/O)c1ccc(S(=O)(=O)N2CCOCC2)cc1 (stereo unspecified),?,?,-10%,-1%,29,-3%,-2,2%,-17%,2%,-2%
COc1ccc([N+](=O)[O-])cc1NC(=O)C1CCCO1 (stereo unspecified),6%,·,4%,2%,20,8%,-5,5%,3%,2%,-1%
Cc1ccc(C)c(OCCC(=O)NNC(=O)c2ccccc2)c1,·,·,-3%,·,7,2%,-8,3%,0%,·,1%
C=CCNC(=S)Nc1ccc(C(N)=O)cc1,15%,2%,13%,0%,-2,-3%,-1,1%,-1%,0%,-10%
O=C(Nc1ccc(F)cc1)c1ccccc1NC(=O)C1CC=CCC1C(=O)O (stereo unspecified),·,-1%,-8%,-5%,-14,-2%,2,3%,0%,·,-1%
COc1cc(-c2nnc(SCc3c(F)cccc3Cl)o2)cc(OC)c1OC,-18%,0%,-3%,2%,15,-17%,1,-1%,?,-5%,?
Cc1cc(NC(=O)c2cccnc2)ccc1NC(=O)c1ccco1,14%,-5%,-7%,1%,-3,0%,6,-1%,0%,-17%,-2%
O=C(Cn1ccc(C(F)(F)F)n1)N/N=C/c1cccs1,13%,·,5%,1%,-5,0%,7,-1%,?,13%,0%
CC1CCCCN1S(=O)(=O)c1ccc(S(=O)(=O)N2CCN(c3ccccc3)CC2)cc1 (stereo unspecified),-9%,-6%,5%,1%,0,-8%,-3,0%,13%,-1%,-2%
Cc1cc(C)cc(N(CCC#N)C(=O)CSc2n[nH]c(N)n2)c1,·,·,-3%,·,11,2%,1,-1%,4%,·,0%
O=C(CCCN1C(=O)/C(=C/c2ccccc2)SC1=S)Nc1ccc(O)cc1,?,?,1%,-2%,-7,0%,10,-1%,?,6%,7%
CCOC(=O)N1CCN(C(=O)C2COc3ccccc3O2)CC1 (stereo unspecified),-29%,3%,0%,7%,4,0%,0,0%,0%,0%,1%
CCOc1ccccc1-n1c(SCC(=O)NC)nnc1-c1ccco1,-12%,-5%,20%,0%,2,6%,52,-5%,0%,0%,-2%
Cc1ccc(-n2c3c(cc(C(=O)NCc4ccco4)c2=O)C(=O)CC(C)(C)C3)cc1,-8%,-6%,2%,2%,20,-5%,6,3%,?,-1%,-6%
CCc1ccc(OCC(=O)Nc2ccc3c(c2)COC3=O)cc1,9%,12%,-1%,-2%,-15,-14%,-1,0%,0%,-1%,1%
Cc1ccc(CNC(=O)CSc2nc(=O)n3cccc(C)c3n2)cc1,·,·,5%,·,·,3%,12,-1%,2%,·,-9%
C=CCC1NS(=O)(=O)OCC1NC(=O)OCC(Cl)(Cl)Cl (stereo unspecified),9%,6%,-1%,·,4,2%,9,3%,-1%,2%,3%
Oc1ccc(N=C/C=C/c2cccc(Br)c2)cc1-c1nc2ccccc2s1,?,33%[activator],0%,1%,-4,7%,0,2%,?,-2%,-4%
COc1cc2c(cc1C1NC(=S)NC(C)=C1C(=O)N(C)C)CCCC2 (stereo unspecified),7%,·,-4%,1%,5,3%,0,2%,-2%,4%,-6%
Cn1cccc1C(C(=O)NC1CCCCC1)N(C(=O)Cc1cccs1)c1ccc2c(c1)OCO2 (stereo unspecified),15%,-10%,11%,-2%,42,2%,5,-9%,-3%,-17%,-5%
CC(C(=O)Nc1ccccc1F)N1CCN(C)CC1 (stereo unspecified),-13%,-4%,-2%,-2%,1,·,·,2%,?,·,-6%
CCNc1nc(SCCOc2ccc(Cl)cc2Cl)nc(N(C)C)n1,10%,0%,-3%,-2%,-13,-6%,3,0%,13%,3%,5%
CS(=O)(=O)c1nc(S(=O)(=O)c2ccc(Cl)cc2)c(N2CCC(C(N)=O)CC2)s1,·,-10%,0%,4%,11,-1%,3,-1%,-8%,·,-1%
CC1(C)CC2CC(C)(CN2C(=O)COc2cccc3ccccc23)C1 (stereo unspecified),-17%,-2%,13%,-1%,-16,-11%,1,-1%,22%,2%,12%
Cc1cc(C)c(OCC(=O)OC(C)C(=O)NCc2ccccc2)c(C)c1 (stereo unspecified),·,·,16%,·,0,·,0,-1%,4%,·,1%

# Laid out differently: entries from further up
> Cc1ccc(-n2c3c(cc(C(=O)NCc4ccco4)c2=O)C(=O)CC(C)(C)C3)cc1
  Menin-MLL TR inh: -8%; MBNL1-CUG inh: -6%; Eya2 inh: 2%; GALK inh: 2%; TSHR antag: 20; ASM inhibitor: -5%; KCNH2 WT inh: 6; USP2a block: 3%; Chronic BCR inh: ?; PKM2 act: -1%; Mito fusion yeast: -6%
> Cc1ccc(C)c(OCCC(=O)NNC(=O)c2ccccc2)c1
  Menin-MLL TR inh: ·; MBNL1-CUG inh: ·; Eya2 inh: -3%; GALK inh: ·; TSHR antag: 7; ASM inhibitor: 2%; KCNH2 WT inh: -8; USP2a block: 3%; Chronic BCR inh: 0%; PKM2 act: ·; Mito fusion yeast: 1%

# New compounds follow.
SMILES,Menin-MLL TR inh,MBNL1-CUG inh,Eya2 inh,GALK inh,TSHR antag,ASM inhibitor,KCNH2 WT inh,USP2a block,Chronic BCR inh,PKM2 act,Mito fusion yeast
COc1ccc(NC(=S)c2ccc3ccccc3n2)cc1,?,?,9%,-1%,-9,-12%,28,-1%,?,5%[0.46 µM],-21%
O=C(O)COc1ccc2c3c(c(=O)oc2c1)CCC3,-1%,2%,8%,0%,15,30%,2,1%,5%,0%,-1%
CCCCCCC1CCC(C(=O)Nn2c(C)nc3ccccc3c2=O)CC1 (stereo unspecified),3%,1%,2%,-2%,8,-11%,-9,-3%,-6%,-13%,13%
O=C(O)c1ccc2c(=O)n3c(nc2c1)/C(=C/c1ccc(C(F)(F)F)cc1)CC3,?,?,14%,4%,-10,-1%,3,1%,3%,·,22%
Cc1[nH]n(-c2ccc(Cl)c(Cl)c2)c(=O)c1CCO,?,-18%,-3%,2%,10,-2%,0,0%,?,-9%,-1%
CCOC(=O)N/N=C(\C)c1ccc(C)c([N+](=O)[O-])c1,-22%,?,2%,2%,5,1%,-19,1%,-2%,?,0%
COc1ccc(CNC(=O)C(=O)NCC(c2ccco2)N2CCOCC2)cc1 (stereo unspecified),-15%,-3%,-1%,-6%,-5,2%,11,4%,-2%,1%,-3%
CCc1cc(=O)oc2cc(C)cc(OCC(=O)NCc3ccncc3)c12,·,-3%,-9%,6%,-1,2%,7,3%,-4%,·,-7%
O=C(NC1CCCCCC1)c1ccc(CN2CCOCC2)cc1,12%,5%,7%,0%,6,3%,-15,1%,-19%,-2%,-2%
CCN(CC)C(=O)COc1ccc2oc(C)c(C(=O)OC)c2c1,?,-7%,2%,-6%,-4,6%,-1,2%,3%,6%,-4%
